Assay outcomes: PubChem BioAssay, several laboratories
Vif inh: HIV Vif inhibition; HEK293T cells, Vif self-association by quenched fluorescence, imaging, 24 h; inhibition, % at 7.49 µM; hit rate 0.35% among 340,000; in the data active = inhibition above about 50%, passing the limit was not always enough; also: some results filed as inactive read as strong as hits
CaV13 FRET inh: Primary screen for inhibitors of IQ motif and Ca2+-dependent inactivation inhibitor domain binding in CACNA1D, Förster resonance energy transfer in living cells, …; hit rate 0.098% among 340,000; AID 743397; inhibition, % at 12.3 µM; HEK cells, CFP/YFP FRET ICDI-IQ, plate reader, 10 min; percent FRET-ratio fall versus neutral wells;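 active = mean replicate inhibition of at least 30% and at least 1% of replicates passing that level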;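 also: 0% = median of the neutral control wells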
Shn3 inh set2: Schnurri-3 reporter inhibition in Clone20 osteoblasts | Clone20 osteoblast Shn3 3'UTR firefly luciferase, 24 h | inhibition, % at 12.5 µM | hit rate 0.52% among 360,000 | AID 588674;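 active = mean inhibition of at least 75% with every replicate also reaching 75%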;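 also: 0% = median of neutral control wells and 100% = pilot-screen positive control compound; some compounds past the cut are filed as inactive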
NR2E3 ag-1: activates human NR2E3 receptor. AID 602229. CHO-S Gal4-NCOR/VP16-NR2E3 two-hybrid, luciferase. hit rate 0.35% among 360,000. inhibition of corepressor binding, % at 3.98 µM. Q9Y5X4;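 active = inhibition above the mean of all tested compounds plus 3 SD, cut at about 70% in these data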;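 also: 0% = DMSO with NR2E3 transfected cells and 100% = cells lacking NR2E3 construct; higher means lower luciferase signal from less NR2E3 corepressor binding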
Target sequence (Q9Y5X4 whole entry, looked up, the tested form may be a part): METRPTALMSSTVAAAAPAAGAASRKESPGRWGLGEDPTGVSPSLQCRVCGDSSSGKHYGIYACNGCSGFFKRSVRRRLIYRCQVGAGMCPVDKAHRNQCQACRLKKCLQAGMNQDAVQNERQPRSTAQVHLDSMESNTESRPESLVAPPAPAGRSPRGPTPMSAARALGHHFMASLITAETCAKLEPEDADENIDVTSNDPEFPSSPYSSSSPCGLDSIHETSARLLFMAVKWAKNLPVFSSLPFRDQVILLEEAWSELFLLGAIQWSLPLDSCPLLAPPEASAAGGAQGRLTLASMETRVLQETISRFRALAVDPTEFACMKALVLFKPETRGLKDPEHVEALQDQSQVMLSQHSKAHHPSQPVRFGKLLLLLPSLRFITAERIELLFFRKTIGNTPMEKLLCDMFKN
TRPM1 prom inh: reduces MITF-dependent TRPM1 promoter luciferase signal | hit rate 0.83% among 330,000 | SK-MEL-5 TRPM1 promoter luciferase, 24 h | inhibition, % at 12.5 µM | AID 488899;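 active = mean inhibition across replicates of 60% or more, whatever share of single replicates reaches that level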; also: values of inactives mirror those of a sister screen read the other way
Peg3 promoter: Peg3 promoter activity inhibition. HeLa PEG-Prom luciferase reporter, luminescence, overnight. inhibition, % at 20 µM. hit rate 1.7% among 360,000. AID 588405;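 active = inhibition of at least 50% at 20 µM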
PDI turbidity: PDI (human) enzyme inhibition. P07237. PDI insulin aggregation turbidity, A650, 90 min. inhibition, % at 10 µM. hit rate 0.052% among 350,000;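 active = mean inhibition across replicates of 30% or more, whatever share of single replicates reach that level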;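 also: absorbance from insulin aggregation driven by PDI reduction with DTT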
Target sequence (P07237 whole entry, looked up): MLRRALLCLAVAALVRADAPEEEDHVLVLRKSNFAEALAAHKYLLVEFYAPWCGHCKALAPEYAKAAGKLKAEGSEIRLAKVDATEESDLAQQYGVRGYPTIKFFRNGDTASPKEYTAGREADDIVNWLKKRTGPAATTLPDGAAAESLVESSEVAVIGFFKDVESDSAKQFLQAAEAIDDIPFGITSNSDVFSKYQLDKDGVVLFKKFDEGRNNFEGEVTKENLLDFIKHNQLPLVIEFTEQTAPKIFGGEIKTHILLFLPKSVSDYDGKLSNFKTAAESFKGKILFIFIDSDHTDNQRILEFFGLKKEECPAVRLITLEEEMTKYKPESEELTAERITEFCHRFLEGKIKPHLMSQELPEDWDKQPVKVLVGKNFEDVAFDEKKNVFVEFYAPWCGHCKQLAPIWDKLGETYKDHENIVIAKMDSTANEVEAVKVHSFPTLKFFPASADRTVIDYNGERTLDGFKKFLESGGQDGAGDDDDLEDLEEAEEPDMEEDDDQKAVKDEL
HIF-2a inh: HIF-2a inhibition. AID 624352. hit rate 0.72% among 360,000. 786-0 RCC cells HIF-2a reporter, luciferase luminescence, overnight. inhibition, % at 18.8 µM;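 active = inhibition of the luminescence signal of 40% or more relative to plate controls, in a single-dose primary screen at 18.75 µM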
CF NFkB block: blocks PAF-induced NF-kB reporter in cystic fibrosis cells. KKLEB NF-kB-GFP reporter, GFP fluorescence overnight. inhibition, % at 5 µM. hit rate 0.86% among 360,000;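 active = at least 50% inhibition at 5 µM, scaled per plate between neutral and stimulator controls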;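 also: PAF is a Pseudomonas aeruginosa culture filtrate used as stimulus; plate controls were PAF-stimulated DMSO wells for no effect and unstimulated DMSO wells for full effect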
NR2E3 ag-2: NR2E3 (human) agonism; hit rate 0.12% among 320,000; GST-NR2E3/biotin-RetCOR TR-FRET, 1536-well; inhibition of corepressor binding, % at 4.78 µM; AID 2300; Q9Y5X4;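 active = percent inhibition above the cutoff of mean plus 3 SD of all tested compounds, set per screening campaign, cut at about 20% in these data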;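 also: 0% = DMSO wells and 100% = biotin wells as full block of FRET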
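Assay system: NR2E3–RetCOR corepressor complex. Quantity: 1.35 nM GST-NR2E3. Buffer or medium: pH 7.5 Tris-based buffer. Reagent: biotinylated RetCOR corepressor at 7 nM final. Schedule: 5 h at 4 °C. Detection: TR-FRET, emission read at 617 and 671 nm. Replicates: one well per compound, singlicate testing.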
KKLEB tox: reduces viability of KKLEB cystic fibrosis airway cells. KKLEB CF airway cells viability, ATPlite luminescence, overnight; stronger effect = lower value; cells stimulated with P. aeruginosa culture filtrate. activity change (cytotoxicity), % at 5 µM. hit rate 0.36% among 360,000. AID 602141;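 active = corrected activity change at or below -50% at 5 µM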
Active calls of the source: *; / = no result given.

SMILES	Vif inh	CaV13 FRET inh	Shn3 inh set2	NR2E3 ag-1	TRPM1 prom inh	Peg3 promoter	PDI turbidity	HIF-2a inh	CF NFkB block	NR2E3 ag-2	KKLEB tox
COc1ccccc1NC(=O)COC(=O)/C=C/c1cccs1	7	-5	-4	-5	/	-15	3	-4	-7	/	-3
CC(C)(C)NC(=O)COC(=O)/C=C/c1ccccc1[N+](=O)[O-]	10	-4	-7	-2	19	2	2	-8	1	4	1
CCN(CC(=O)Nc1ccc2c(c1)OCCO2)S(=O)(=O)c1cccs1	11	-2	-17	-19	-29	-47	-3	-67	2	1	14
COc1ccc(-c2nc3ccccc3[nH]2)cc1	-1	-9	4	-137	-3	-21	7	-40	-10	-2	-18
Cc1cc(OC(=O)c2ccco2)c2c(C)cc(=O)oc2c1	0	-8	3	-9	4	-5	13	-25	15	0	-2
Cc1cccc(OCCC(=O)NCC(c2ccco2)N2CCCCC2)c1 (stereo not drawn)	11	-8	4	-3	-1	8	-2	13	-4	0	4
NNc1nc2c(-c3cccc(C(F)(F)F)c3)nnn2c2ccccc12	-7	-20	9	-13	-2	-23	10	-116	-27	/	-31
COc1ccccc1OCCCCn1ncc2ccc(OC)c(OC)c2c1=O	-6	-20	3	-12	2	10	7	4	-10	-3	-6
CC(C(=O)NCCCc1ccccc1)c1ccc([N+](=O)[O-])cc1 (stereo not drawn)	0	-17	-6	5	-18	0	-1	18	-25	-2	1
Nn1c(-c2cccc([N+](=O)[O-])c2)nc2ccccc2c1=O	0	-18	-9	-17	8	12	13	11	-2	2	-16
COc1ccccc1C(=O)NCc1ccccn1	-10	-7	3	6	-3	0	-1	-8	-11	2	5
COc1cccc(OCC(=O)NNC(=O)c2ccc(-c3ccccc3)cc2)c1	7	-5	-17	-3	10	2	2	14	2	4	8
COc1ccc(-c2nnc(-c3ccccc3O)o2)cc1	-11	-4	-11	-195	-51	-167	10	-59	-10	0	-3
O=C(O)c1ccc(NC(=O)C2CCN(S(=O)(=O)c3ccc4c(c3)OCCO4)CC2)cc1	/	-5	14	17	/	6	2	14	-2	/	-8
Cn1c(=O)oc2cc(S(=O)(=O)N3CCCC(C(=O)Nc4ccc5c(c4)OCCO5)C3)ccc21 (stereo not drawn)	-7	-6	9	-10	/	2	-7	20	-3	-3	-15
C=Cc1ccc(CN2CCCN(Cc3ccc(Cl)cc3)S2(=O)=O)cc1	-12	-13	-10	-23	-3	-13	4	-3	1	1	2
CC(OC(=O)c1ccco1)C(=O)Nc1ncc(Cl)cc1Cl (stereo not drawn)	9	-6	10	6	3	-6	-3	12	11	3	0
CC1CCN(S(=O)(=O)c2ccc3c(c2)N(CC(=O)N(C)Cc2ccco2)C(=O)CO3)CC1	-4	-2	15	6	-3	5	0	9	-6	-2	10
Cn1cc(C(=O)N2CCCCCC2)c(=O)c2cc(S(=O)(=O)N3CCCCC3)ccc21	-4	-5	6	7	2	3	2	5	-18	0	-3
Brc1ccc(Cn2c(-c3cncs3)nc3ccccc32)cc1	-2	-7	1	-54	-53	-110	-5	-157	9	0	-23
COc1ccc(OCC2CCCN(Cc3nc(CC4CC4)no3)C2)cc1 (stereo not drawn)	-4	-4	-18	-44	-10	-94	-2	-187	4	-4	-4
CC1CC(C)CN(C(=O)c2cn(C)c3ccc(S(=O)(=O)N(C)C)cc3c2=O)C1 (stereo not drawn)	11	-2	4	-9	4	14	/	6	10	3	-11
Cc1cc2c(c(=O)o1)C(c1ccc([N+](=O)[O-])o1)C(C#N)=C(N)O2 (stereo not drawn)	-1	-4	-20	5	-4	11	3	6	-13	-2	5
CC(C)(C)C(=O)NC1(C(F)(F)F)NC(=O)N(c2ccc(F)cc2)C1=O (stereo not drawn)	0	-6	0	-4	-1	9	5	15	14	-1	-2
CSc1nnc(-c2ccc(C(F)(F)F)cn2)o1	-9	-4	-10	-6	/	-33	0	-10	-1	-5	8
COc1ccc(C2/C(=C(/O)c3ccc4c(c3)CC(C)O4)C(=O)C(=O)N2CCN2CCOCC2)cc1 (stereo not drawn)	/	-6	-1	-1	6	6	-2	1	-8	1	-2
COc1ccc2cc(C(=O)NCc3ccco3)c(=Nc3ccc(C(=O)O)cc3)oc2c1	/	-5	9	8	4	-264	0	18	-17	3	-2
COc1ccc(N(CC(=O)Nc2ccc(OC)c(OC)c2)S(=O)(=O)c2ccccc2)cc1Cl	12	-4	9	-11	4	24	-6	27	2	1	-2
COC(=O)c1ccc(C2/C(=C(/O)c3ccc(OC(C)C)cc3)C(=O)C(=O)N2c2cc(C)on2)cc1 (stereo not drawn)	/	/	-7	8	-10	13	-2	5	-3	3	-8
O=C(NCc1ccccn1)c1ccc(S(=O)(=O)Nc2ccccc2F)cc1	/	/	-2	-18	13	16	-2	8	10	2	12
CSc1ncccc1C(=O)OCc1c(F)cccc1Cl	-13	-4	-13	-37	-13	-48	6	-52	10	1	-18
CC(C)C(NC(=O)C1CC(=O)N(Cc2ccccc2)C1)c1nc2ccccc2[nH]1 (stereo not drawn)	0	-5	-21	-18	-8	7	6	11	10	/	-2
Cc1ccc(S(=O)(=O)N2CCN(C(=O)C3CCN(c4ncnc5sc(C)c(C)c45)CC3)CC2)c(C)c1	-6	-3	92*	2	12	28	7	21	3	/	-5
COc1ccc(-c2csc3ncnc(Sc4nnnn4C)c23)cc1	25	-6	19	31	7	69*	3	62*	58*	/	-23
CN(C)c1ccc(-c2nc3cc(N)ccc3o2)cc1	-1	-5	9	-111	7	-27	0	-54	-10	/	-60*
COCCn1c(C)cc(C(=O)COC(=O)c2ccc[nH]c2=O)c1C	1	-4	1	-42	15	52*	1	31	11	3	2

Quoted from the listing.
Vif inh, COCCn1c(C)cc(C(=O)COC(=O)c2ccc[nH]c2=O)c1C is entered as 1
TRPM1 prom inh, COc1ccc(N(CC(=O)Nc2ccc(OC)c(OC)c2)S(=O)(=O)c2ccccc2)cc1Cl is entered as 4
Shn3 inh set2, COc1ccc(-c2csc3ncnc(Sc4nnnn4C)c23)cc1 is entered as 19

The results go on.
SMILES	Vif inh	CaV13 FRET inh	Shn3 inh set2	NR2E3 ag-1	TRPM1 prom inh	Peg3 promoter	PDI turbidity	HIF-2a inh	CF NFkB block	NR2E3 ag-2	KKLEB tox
CC(C)c1ccc(NC(=S)NN2CCN(C)CC2)cc1	-5	-4	4	4	1	-8	-6	-6	-17	1	-1
COc1cccc(C(=O)Cn2c(=O)n(CCC(=O)NCC3CCCO3)c(=O)c3cc(OC)c(OC)cc32)c1 (stereo not drawn)	-7	-7	/	-10	12	8	5	17	-2	-3	-3
NC(=S)Nc1ccc(F)cc1F	6	-5	18	3	-4	0	-2	7	-13	-1	-6
O=C(NCc1ccc2c(c1)OCO2)c1ccc(CN2CCOCC2)cc1	-5	-4	0	-3	4	1	-1	5	0	4	-3
Cc1cc(C)c2[nH]c(=O)c(C(c3nnnn3C(C)(C)C)N3CCN(C(=O)c4ccco4)CC3)cc2c1 (stereo not drawn)	-16	-5	-4	-8	5	15	6	15	8	-1	-4
O=C(COc1cnc2ccccc2n1)NCCC1=CCCCC1	-6	-5	14	-10	14	11	-5	9	-1	-1	1
CC1CCCCN1C(=O)CCS(=O)(=O)c1cc2c(cc1Cl)NC(=O)CO2 (stereo not drawn)	-7	1	11	-7	/	18	/	7	-6	2	7
COc1ccc(CC(=O)NCC(c2ccc(OC)cc2)N(C)C)cc1 (stereo not drawn)	10	2	-4	-13	4	-3	-2	1	-22	-1	18
CCOC(=O)c1cnn2c(C(F)(F)F)cc(-c3ccco3)nc12	-8	-6	17	-24	-2	-4	-6	1	-22	2	7
O=C(NC(Cc1ccccc1)C(=O)N1CCN(c2ccccc2O)CC1)c1ccccc1 (stereo not drawn)	0	-6	11	24	5	17	9	6	2	/	-4
Cc1cc(-c2ccc(C(=O)O)s2)cnc1N	1	-18	-85	-20	-13	-131	2	-168	-5	1	-1
O=C(c1ccc(CS(=O)(=O)c2ccccc2)o1)N1CCN(c2ncccn2)CC1	/	-6	14	-14	/	-6	/	6	-2	4	1
Cc1c(CN(C)CCc2ccccc2)c(=O)n(-c2ccccc2)n1C	0	-9	-5	-8	5	5	0	1	-1	1	-7
COCCCN1C(=O)C(CC(=O)NCc2ccco2)CC(C(=O)N(C)C)=C1C (stereo not drawn)	2	-4	2	-8	/	9	-5	-2	-12	/	9
CCS(=O)(=O)c1ccc2oc(Nc3ccc(C(C)C)cc3)nc2c1	-14	-5	-11	-7	-23	-89	-1	-60	-9	3	-6
C=CCc1ccc(OCCOCCNCCOC)c(OC)c1	26	/	-2	-11	2	-8	5	11	-6	0	0
Cc1ccccc1OCCNC(=S)Nc1ccccc1	-12	/	4	-2	-11	-29	12	-40	-11	-1	-1
O=C(Nc1ccc2c(c1)OCO2)C1CCCN1C(=O)Nc1cccc(F)c1 (stereo not drawn)	4	/	5	-7	-3	-38	-3	-4	-14	3	4
CC(=O)Oc1cccc(C(=O)Nc2ccccc2NC(=O)c2cccc(OC(C)=O)c2)c1	/	-21	-48	28	-9	14	5	28	10	4	-10
COCCCNC(=O)c1ccc2nc3ccccc3c(=O)n2c1	/	-7	-24	-8	-3	-12	0	-53	-7	-1	-1
O=S(=O)(CCc1ccncc1)Cc1ccc2c3c(cccc13)CC2	1	-5	11	2	-7	16	-4	17	19	3	-7
COc1ccc(C2C(C#N)=C(N)Oc3n[nH]c(C)c32)cc1Cn1cc([N+](=O)[O-])cn1 (stereo not drawn)	3	-6	-75	-47	3	4	9	3	2	0	3
CCCSC1=NN2CCCC(=O)N=C2S1	-6	0	-14	-41	-15	-79	12	-53	6	0	9
C=CCOc1ccc(/C(CC)=N/O)cc1OC	-13	-3	-3	-28	-15	-26	-2	-25	6	-2	3
COCC(=O)NNC(=O)Cc1ccc(Cl)cc1	-4	7	13	-22	-1	12	12	8	4	2	-2
CCOC(=O)N/N=C(\C)c1ccc(C)o1	4	-4	-19	9	-1	-4	-2	1	3	3	-5
CSCC[C@H](NC(=O)N1CCn2c1nc1ccccc12)C(=O)NCc1ccc2c(c1)OCO2	5	-3	-18	17	15	10	-2	11	-14	-2	-14
CC(C)Cc1cc(C(=O)O)c2ccccc2n1	3	-8	-13	1	5	1	21	2	-5	0	16
CCCn1c(SCC(=O)N2c3ccccc3CC2C)n[nH]c1=O (stereo not drawn)	/	-5	-3	2	12	4	-4	-11	-2	/	-18
